# IL2 activator – IL-2 activation; AID 652025; IL-2 activation reporter assay, cell-based qHTS; stimulated with anti-CD3/CD4/CD28 beads; in transgenic mouse T cells; actives 0.065% (n = 360,000); activation, % (series mostly up to about 46 µM); in the data active = activation above about 50%; inconclusive = mostly about 30% to 49%; note: 0% is about no effect
#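 Unstimulated transgenic mouse T cells, 750 per well, received compound and, after 60 minutes, anti-CD3/anti-CD4 bead plus anti-CD28 stimulation. EGFP and DsRed were quantified after 18 hours.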
# FUS yeast rescue – FUS proteinopathy suppression in yeast; S. cerevisiae FUS-expressing, growth rescue, OD600, 24 h; Potency, µM (top dose mostly 76.6 µM), for the others: at the highest dose growth rescue (activation), usual class: activators; actives 0.24% (n = 390,000); AID 1347120;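 note: potency is the fitted concentration of half-maximal effect; plate controls were DMSO vehicle for no effect and reference control for full effect; nearly all actives have a fitted effect of over 55% in size; some results filed as inactive show a strong effect at the top dose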
#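 Absorbance at 600 nm, taken 24hr after compound addition, measured rescue of FUS-yeast growth at 30C. Induction used 2% galactose with seeding at OD 0.005. Controls: CP55940 from 92uM final, DMSO only.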
# PLK1 PBD inh – inhibitors of human PLK1 polo-box domain binding; P53350; Plk1 PBD binding of FITC phosphopeptide, fluorescence polarization; Potency, µM, without a hit: max response, negative = inhibition, usual class: inhibitors; actives 2.8% (n = 360,000); note: potency is the fitted concentration of half-maximal effect; series mostly up to about 57 µM; % is set by controls: 0 for no effect and ±100 for the full control effect; nearly all actives have a fitted effect of over 65% in size
# PI5P4K alpha inh – inhibitors of human PI5P4K alpha | AID 652105 | P48426 | max response, % | actives 1.2% (n = 330,000) | PI5P4Kalpha enzyme, ADP-Glo luminescence, 60 min; active compounds read low; active = max response of -50% or lower; inconclusive = between -30% and -50%; inactive = -30% or higher; note: value at the top dose of about 77 µM; % is set by controls: 0 for no effect and ±100 for the full control effect
#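 Human PI5P4Kalpha with substrate in 0.038 M HEPES pH 7.4, 0.28 mM EGTA, 0.1% CHAPS, 5% DMSO; reaction started with 5 microM ATP (final), 60 min at room temperature. ADP formed read by ADP-Glo luminescence.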
# EPAC1 agonist – agonists of human EPAC1 | O95398 | EPAC1 agonist qHTS, biochemical assay; response scale: 100% = response to 6.5 mM cAMP | Potency, µM (top dose mostly 154 µM), without a hit: at the highest dose activation, actives largely listed as activators | actives 0.073% (n = 360,000); note: potency is the fitted concentration of half-maximal effect; nearly all actives have a fitted effect of over 60% in size
#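 Normalized to 6.5 mM cAMP, activity reflects EPAC1-catalysed release of BODIPY-GDP from Rap1B, followed kinetically over 30 min at 480 nm excitation, 540 nm emission. Reaction contained 100 nM EPAC1, 250 nM Rap1B-BODIPY-GDP, 50 uM GDP.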
# aSyn yeast inh – inhibitors of alpha-synuclein toxicity in yeast. Potency, µM (series often up to 46.1 µM), inactives show at the highest dose growth rescue (activation), actives largely listed as activators. Yeast expressing alpha-synuclein, growth rescue, BacTiter-Glo, 24 h. actives 0.14% (n = 370,000); note: potency is the fitted concentration of half-maximal effect; % of control where 0% means no effect; nearly all actives have a fitted effect of over 65% in size
#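 Galactose-induced alpha-syn yeast (OD600=0.02, raffinose-pregrown) + pinned cpd, 24 hr, 30 deg C; growth by BacTiter-Glo luminescence. Growth restoration scores as activation.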
# EPAC1 antagonist – blocks human EPAC1 exchange factor. Potency, µM (doses to about 115 µM), for the others: at the highest dose activity change, negative = inhibition, most hits filed as inhibitors. EPAC1 GEF assay, Rap1b-BODIPY-GDP exchange fluorescence. O95398. actives 0.14% (n = 360,000). AID 720709;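 note: potency is the fitted concentration of half-maximal effect; plate controls were vehicle for no effect and positive control for full effect; nearly all actives have a fitted effect of over 50% in size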
# WRN inhibitor – blocks human WRN helicase | WRN helicase unwinding, fluorescent forked duplex, kinetic | Potency, µM (top dose mostly 114 µM), without a hit: at the highest dose activity change, negative = inhibition, usual class: inhibitors | actives 0.46% (n = 360,000) | AID 651768; note: potency is the fitted concentration of half-maximal effect; % is set by controls: 0 for no effect and ±100 for the full control effect; nearly all actives have a fitted effect of over 55% in size
#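 Primary qHTS, 1536-well format. 20 nM WRN + compound, 15 min RT; start with 100 nM forked fluorophore/quencher duplex, 2 mM ATP (final); kinetic read ex 525/em 598 nm.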
# Abeta rescue – A-beta toxicity reversal in yeast; yeast expressing A-beta42, growth rescue, OD600, 48 h; response scale: 0% DMSO, 100% iron-clioquinol control; Potency, µM (doses to about 46.1 µM), inactives show at the top dose growth rescue, most hits filed as activators; actives 0.063% (n = 410,000); AID 1347071; note: potency is the fitted concentration of half-maximal effect; nearly all actives have a fitted effect of over 55% in size
#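 Yeast growth medium received pinned compounds, then yeast cells expressing toxic A-beta were added; plates incubated at 30 C for 48 hr. Growth read as absorbance at 600 nm, normalized to DMSO and equimolar FeCl3 plus clioquinol controls.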
# Numbers without * were called inactive; ? = inconclusive; nt = no result given; [ ] = dose if it differs, or a comment. Unless noted, calls come from the whole dose curve; as a rule, active = well fitted curve in the direction sought with a large enough effect; inconclusive = small, poorly fitted or top-dose-only effect, or another doubt; inactive = no such curve, though single readings can be large; an effect the other way counts as inactive or inconclusive. Rows were taken by chance; any-hit rate near 4.1%.
# Values run as follows: IL2 activator | FUS yeast rescue | PLK1 PBD inh | PI5P4K alpha inh | EPAC1 agonist | aSyn yeast inh | EPAC1 antagonist | WRN inhibitor | Abeta rescue
1. NC(=NC(=O)c1ccc(OCC(F)(F)F)nc1)c1ccccc1
    -0.6 | -2% | 1% | 2 | -7% | -9% | -16% | 0% | 2%
2. O=C(COC(=O)c1ccc2c(c1)OCO2)NC1CCS(=O)(=O)C1 (stereo not given)
    0.4 | -9% | 0% | 5 | 13% | 3% | -14% | -11% | 3%
3. CCC(C)C(NC(=O)C1CCC(=O)N1C(=O)OCc1ccccc1)C(=O)NC(Cc1ccccc1)C(N)=O (stereo not given)
    -0.2 | 22% | -15% | 6 | -6% | -6% | 11% | 6% | -4%
4. COC(=O)NNC(=O)c1ccc(C)c(Br)c1
    0.0 | nt | -5% | -3 | 5% | 2% | -6% | -2% | ?
5. Cc1ccc(S(=O)(=O)N/N=C2\C(=O)C3(C)CCC2C3(C)C)cc1 (stereo not given)
    0.5 | 0% | -2% | -7 | 5% | -6% | -17% | 7% | -7%
6. COc1ccc(N(C(=O)c2snc(C(N)=O)c2N)C(C(=O)NC2CCCC2)c2cc(OC)ccc2OC)c(OC)c1 (stereo not given)
    -0.1 | 20% | -19% | -2 | 6% | -5% | -12% | 4% | 6%
7. CC(=O)c1ccc(-c2c(CCO)sc3ccccc23)cc1
    -0.3 | 8% | 1% | 0 | 4% | 14% | 8% | -8% | -3%
8. O=C1c2oc3ccccc3c(=O)c2C(c2cccc(Br)c2)N1Cc1ccco1 (stereo not given)
    -0.9 | 11% | -7% | nt | 7% | 2% | 3% | -1% | ?
9. NS(=O)(=O)c1cccc(NS(=O)(=O)c2ccc3ccccc3c2)c1
    0.8 | -27% | -5% | 2 | 7% | -13% | -25% | 1% | 1%
10. O=C(NCc1ccccc1Cl)c1csc([C@@H]2C[C@H](O)[C@@H](CO)O2)n1
    -0.3 | -17% | 1% | 1 | 1% | 2% | -5% | 4% | -9%
11. O=C(COc1ccccc1)N1CCN(c2ncccn2)CC1
    -1.0 | 9% | 3% | -8 | -5% | 6% | -20% | -4% | -13%
12. Cc1nn(C)cc1CN1CCC(CO)(CCOc2ccccc2)CC1
    -0.3 | -7% | ? | 20 | -1% | 3% | 9% | 0% | -9%
13. Cc1ccc(-n2ccc(=O)c(C(=O)Nc3ccc(S(=O)(=O)N4CCOCC4)cc3)n2)cc1
    0.6 | -13% | -1% | 1 | -2% | 0% | 11% | 10% | -3%
14. O=C(NC1CCCC1)C(c1ccccc1)N(C(=O)c1csnn1)c1ccccc1F (stereo not given)
    -0.4 | -2% | -5% | 2 | -3% | -1% | -5% | -2% | 5%
15. O=C(NCCCN1CCOCC1)c1cccs1
    -2.8 | 13% | -7% | nt | 4% | 4% | -3% | 5% | -8%
16. O=C(Nc1ccc(-c2cscn2)cc1)C1CCCN(Cc2ccccc2)C1 (stereo not given)
    1.2 | 21% | -9% | 3 | -2% | 0% | -4% | -9% | 11%
17. COc1nc(-c2ccccc2)ccc1-c1noc(-c2ccco2)n1
    -1.7 | 11% | -6% | 12 | -2% | -7% | 6% | 4% | 0%
18. COc1ccc(-c2cc3nc(NCc4ccc(NC(C)=O)cc4)n(C)c(=O)c3s2)cc1OC
    1.1 | -4% | 6% | -1 | 0% | -9% | -7% | 6%[57.1 µM] | 1%
19. S=C(NCc1ccco1)N1CCN(c2ccc(Cl)cc2)CC1
    -0.1 | 28% | -19% | -1 | -2% | -2% | ? | -3% | ?
20. COCCCn1c(O)c(/C=C2\N=C(C#N)C(=Nc3ccc(C)cc3)O2)sc1=S
    -3.2 | 43% | 10% | -11 | -17% | -21% | -7% | -9% | -4%
21. O=c1c(N=Nc2ccc(O)cc2)c(-c2ccccc2)[nH]n1-c1ccc([N+](=O)[O-])cc1
    0.5 | 9% | -16% | -2 | -1% | -1% | 8% | -6% | -4%
22. COc1cc(OC)nc(Oc2ccccc2C(=O)Oc2cccc(C)c2)n1
    -1.8 | 15% | -14% | nt | 20% | -20% | -21% | -10% | -19%
23. CCC(C)(C)NC(=O)CN(Cc1ccc2c(c1)OCO2)C(=O)CCC(=O)Nc1nccs1
    0.7 | 2% | 8% | 2 | 5% | 3% | -4% | 0% | -6%
24. COc1ccc(C(=O)C(OC(=O)c2ccccc2)c2ccccc2)cc1 (stereo not given)
    2.1 | nt | 1% | 4 | 1% | 16% | 0% | -6% | -8%
25. Cn1cc(S(=O)(=O)N2CCCC(C(=O)O)C2)cn1 (stereo not given)
    -0.4 | 15% | -14% | 0 | 6% | 0% | -7% | -19% | -9%
26. O=C(O)C1Nc2c(O)cccc2C2C=CCC12 (stereo not given)
    -0.9 | nt | 27µM* | -81* | 3% | -3% | ? | 11µM* | -24%
27. COC(=O)c1c(C)[nH]c(C(=O)OCc2csc(CC(=O)Nc3ccccc3C)n2)c1C
    1.0 | 22% | 4% | -5 | -6% | 4% | -3% | -13% | 3%
28. Cc1ccc([N+](=O)[O-])c2c1C(N1CCCCC1)C(C)(C)O2 (stereo not given)
    -4.4 | -2% | -18% | 2 | 3% | -2% | -3% | 2% | 7%
29. C[C@H](CO)N1C[C@H](C)[C@@H](CN(C)C(=O)c2ccc3c(c2)OCO3)Oc2cc(/C=C/c3ccccc3)ccc2S1(=O)=O
    -4.0 | ? | 4% | -3 | -19% | -1% | 5% | 1% | 0%
30. Cc1ccc(O)c(C(CC(=O)NC2CCCCC2)c2ccccc2)c1 (stereo not given)
    -0.6 | 13% | -19% | 1 | -10% | -1% | -11% | -2% | 0%
31. CC1(C)CC(=O)C2=C(C1)N(c1ccc(F)cc1)C(=O)NC2(C(F)(F)F)C(F)(F)F
    -1.9 | -14% | -13% | nt | 0% | 5% | 8% | 1% | -6%
32. Cn1ncc2c(O/N=C(\N)c3ccc(C(C)(C)C)cc3)ncnc21
    -3.6 | 7% | 6% | 3 | -3% | -81%[inhibitor] | -9% | -21% | -95%[inhibitor]
33. O=c1[nH]c(=O)n(CCO)c2nnn(Cc3ccccc3)c12
    2.7 | 0% | 3% | -5 | -1% | -7% | -13% | -3% | 0%
34. CCCOc1ccc(NC(=O)CC2C(=O)N(C)C(=S)N2Cc2cccs2)cc1 (stereo not given)
    -0.1 | 41% | -4% | 0 | 9% | 21% | -24% | -2% | 6%
35. CCCNS(=O)(=O)c1ccc(CCC(=O)NCc2ccco2)cc1
    6.1 | 10% | 30µM* | -12 | -1% | -16% | -2% | -9% | 16%
36. CCc1noc(C)c1C(=O)Nc1sc(C(=O)N(C)C)c(C)c1C#N
    -0.2 | nt | ? | -3 | -3% | 0% | 6% | ? | -12%
37. CSc1ccc(S(=O)(=O)NCC(=O)OCCOc2ccccc2)cc1[N+](=O)[O-]
    -0.5 | -20% | -5% | 8 | 1% | -1% | -6% | -1% | 6%
38. Cc1nc2c(-c3ccc(F)cc3)cnn2c(N)c1-c1ccc(F)cc1
    -0.7 | 7% | -9% | 22 | 16% | -5% | -29% | -3% | 0%
39. CC(C)(C)c1csc(NC(=O)Cn2cnc3ccccc3c2=O)n1
    -2.7 | nt | 13µM* | -16 | -8% | -33%[inhibitor] | -14% | -23% | -6%
40. O=C1CCC(=O)N1CCC(c1ccc(F)cc1)c1ccco1 (stereo not given)
    -0.9 | 12% | -16% | nt | 3% | 7% | 14% | -1% | 5%

# Six records picked at random from the list so far:
# Values run as follows: IL2 activator | FUS yeast rescue | PLK1 PBD inh | PI5P4K alpha inh | EPAC1 agonist | aSyn yeast inh | EPAC1 antagonist | WRN inhibitor | Abeta rescue
37. CSc1ccc(S(=O)(=O)NCC(=O)OCCOc2ccccc2)cc1[N+](=O)[O-]
    -0.5 | -20% | -5% | 8 | 1% | -1% | -6% | -1% | 6%
31. CC1(C)CC(=O)C2=C(C1)N(c1ccc(F)cc1)C(=O)NC2(C(F)(F)F)C(F)(F)F
    -1.9 | -14% | -13% | nt | 0% | 5% | 8% | 1% | -6%
34. CCCOc1ccc(NC(=O)CC2C(=O)N(C)C(=S)N2Cc2cccs2)cc1 (stereo not given)
    -0.1 | 41% | -4% | 0 | 9% | 21% | -24% | -2% | 6%
33. O=c1[nH]c(=O)n(CCO)c2nnn(Cc3ccccc3)c12
    2.7 | 0% | 3% | -5 | -1% | -7% | -13% | -3% | 0%
40. O=C1CCC(=O)N1CCC(c1ccc(F)cc1)c1ccco1 (stereo not given)
    -0.9 | 12% | -16% | nt | 3% | 7% | 14% | -1% | 5%
36. CCc1noc(C)c1C(=O)Nc1sc(C(=O)N(C)C)c(C)c1C#N
    -0.2 | nt | ? | -3 | -3% | 0% | 6% | ? | -12%

# Next entries follow.
# Values run as follows: IL2 activator | FUS yeast rescue | PLK1 PBD inh | PI5P4K alpha inh | EPAC1 agonist | aSyn yeast inh | EPAC1 antagonist | WRN inhibitor | Abeta rescue
41. O=C(O)C1CCCN1C(=O)C1CCN(S(=O)(=O)c2cccc(C(F)(F)F)c2)CC1 (stereo not given)
    -0.2 | 14% | -5% | -11 | 5% | 12% | -17% | -5% | 13%
42. O=C(Nc1ccc(S(=O)(=O)N2CCCCCC2)cc1)c1ccco1
    0.8 | 2% | -1% | 6 | -2% | -7% | 7% | 2% | 8%
43. C=CC[C@@H](CC(=O)NCCO)C(=O)N[C@H](C)COC(=O)[C@@H](CC=C)Cc1ccc(F)cc1
    0.2 | -13% | -5% | 1 | -18% | 0% | 6% | -8% | -8%
44. Cc1ccc(/C=C2\Oc3c(ccc(O)c3CN3CCN(C)CC3)C2=O)cc1
    -1.1 | -11% | 1% | -2 | -10% | 9% | 13% | -1% | -17%
45. CCCn1nc(NS(=O)(=O)c2ccc(F)cc2)c2cc3ccccc3nc21
    -3.2 | 19% | -5% | 0 | -16% | 2% | 11% | 2% | -6%
46. CCOC(=O)c1ccc2[nH]cc(C(C)=O)c(=O)c2c1
    -2.8 | 27% | -7% | nt | 0% | -1% | -1% | 3% | -7%

# Source: PubChem BioAssay
